Compound activity from PubChem.
BCLXL inh = blocks human Bcl-xL binding to Bim BH3 peptide; Q07817; GST-Bcl-xL / FITC-Bim BH3 peptide fluorescence polarization; inhibition, % at 10.9 µM; hit rate 0.7% among 320,000; AID 2129;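 active = inhibition above the mean of all tested compounds plus 3 SD, cutoff set per campaign, cut at about 30% in these data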;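 note: 0% = DMSO wells and 100% = unlabeled Bim-BH3 peptide competitor; inhibitors lower millipolarization by displacing the labeled peptide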
Target sequence (Q07817 whole entry, looked up): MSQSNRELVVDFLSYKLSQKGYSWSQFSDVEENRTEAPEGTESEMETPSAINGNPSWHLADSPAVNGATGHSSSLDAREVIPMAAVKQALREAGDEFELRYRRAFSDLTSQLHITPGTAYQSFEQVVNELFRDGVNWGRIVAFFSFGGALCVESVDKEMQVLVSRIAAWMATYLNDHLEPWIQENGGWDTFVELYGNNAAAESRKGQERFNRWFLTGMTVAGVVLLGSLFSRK
MEX-5 binding = C. elegans MEX-5 TCR-2 RNA binding activity. activity score (negative = inhibition of binding), % at 10 µM. AID 1832. MEX-5/FITC-TCR2 RNA binding, fluorescence polarization; hits give low values. hit rate 0.38% among 300,000. Q9XUB2;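 active = inhibition past about -25% in most replicates, and total fluorescence under double the plate's negative control median, limit read from the data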;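 note: 0% = DMSO and -100% = 5 µM competing unlabeled TCR2 RNA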
Fam108B counter = counter-screen for RBBP9 inhibitors: inhibitors of mouse Fam108B; recombinant Fam108B, FP-Rh probe fluorescence polarization; inhibition, % at 9.51 µM; hit rate 0.33% among 300,000;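 active = inhibition above the screen mean inhibition plus 3 SD, computed separately per campaign, cut at about 18% in these data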;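 note: inhibitors lower polarization as less probe binds the enzyme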
PME-1 primary = PME-1 (human) inhibition. AID 2130. recombinant PME-1, FP-Rh probe fluorescence polarization. inhibition, % at 5.9 µM. hit rate 0.53% among 320,000;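 active = inhibition above the campaign mean of all compounds plus 3 SD, cut at about 26% in these data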;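 note: competitive labeling of PME-1 active site by serine hydrolase directed probe; 0% = PME-1 with DMSO and 100% = wells lacking PME-1 enzyme; inhibitors block probe labeling so polarization falls and inhibition rises; many of its hits are not listed in these tables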
AHR act = activates the human aryl hydrocarbon receptor | P35869 | AHR-responsive luciferase reporter cells, luminescence | activation, % at 5 µM | hit rate 2.5% among 320,000; in the data active = activation above about 47%;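 note: 0% = vehicle wells and 100% = reference agonist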
Target sequence (P35869 whole entry, looked up): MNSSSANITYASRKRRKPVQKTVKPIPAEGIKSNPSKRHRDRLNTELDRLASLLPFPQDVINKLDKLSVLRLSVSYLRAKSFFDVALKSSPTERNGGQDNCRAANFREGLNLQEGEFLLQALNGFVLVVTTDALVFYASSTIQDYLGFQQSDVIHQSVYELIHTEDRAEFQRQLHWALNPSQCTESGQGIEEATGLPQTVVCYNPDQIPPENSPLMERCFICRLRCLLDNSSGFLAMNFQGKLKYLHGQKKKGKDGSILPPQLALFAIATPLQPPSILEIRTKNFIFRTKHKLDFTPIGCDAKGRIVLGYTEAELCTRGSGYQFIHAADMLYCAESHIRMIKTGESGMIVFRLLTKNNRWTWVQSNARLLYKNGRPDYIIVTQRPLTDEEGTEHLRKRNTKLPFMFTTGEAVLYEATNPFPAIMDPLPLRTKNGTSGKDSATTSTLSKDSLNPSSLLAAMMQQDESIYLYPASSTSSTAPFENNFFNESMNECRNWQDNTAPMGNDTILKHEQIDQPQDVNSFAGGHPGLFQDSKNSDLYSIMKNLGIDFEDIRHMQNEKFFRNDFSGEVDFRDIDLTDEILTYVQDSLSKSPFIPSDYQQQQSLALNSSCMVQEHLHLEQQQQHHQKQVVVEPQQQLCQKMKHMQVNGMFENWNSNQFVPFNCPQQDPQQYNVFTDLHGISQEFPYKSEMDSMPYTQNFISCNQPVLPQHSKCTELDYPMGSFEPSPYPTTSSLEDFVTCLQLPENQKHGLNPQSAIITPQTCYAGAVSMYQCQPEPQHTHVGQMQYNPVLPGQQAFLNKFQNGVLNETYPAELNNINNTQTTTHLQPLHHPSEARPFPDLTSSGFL
PAFAH1B2 FP inh = blocks human PAF acetylhydrolase 1b catalytic subunit 2 | hit rate 1.2% among 340,000 | P68402 | recombinant PAFAH1B2, FP-rhodamine activity probe, fluorescence polarization | AID 492953 | inhibition, % at 3.39 µM;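 active = inhibition above the mean of all tested compounds plus 3 SD, cut at about 24% in these data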;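 note: 0% = enzyme with DMSO and 100% = wells lacking PAFAH1B2; many of its hits are not listed in these tables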
MCL1-BIM inh = disrupts human MCL1 binding to BIM-BH3 peptide; hit rate 0.68% among 320,000; Q07820; inhibition, % at 10.9 µM; GST-MCL1 / FITC-Bim-BH3 fluorescence polarization;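 active = inhibition above the mean inhibition of all tested compounds plus 3 SD, set per campaign, cut at about 40% in these data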;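 note: 0% = DMSO wells and 100% = unlabeled Bim-BH3 peptide control; higher means more loss of mP so more displacement of Bim peptide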
GLD-1 TGE inh = GLD-1-TGE RNA interaction inhibition (C. elegans) | purified GLD-1 + fluorescein TGE RNA, fluorescence polarization | AID 2280 | hit rate 0.44% among 320,000 | Q17339 | inhibition, % at 5.96 µM;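 active = percent inhibition above a per-plate cutoff, the plate mean of test compounds plus 3 SD, cut at about 30% in these data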;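 note: 0% = DMSO wells with GLD-1 and probe and 100% = wells lacking GLD-1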
pPAFAH inh = inhibitors of human plasma PAF acetylhydrolase (pPAFAH); hit rate 1.5% among 330,000; inhibition, % at 3.39 µM; AID 463082; Q13093; recombinant pPAFAH, FP-rhodamine probe fluorescence polarization;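 active = inhibition above the mean inhibition across the screen plus 3 SD, cut at about 25% in these data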;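 note: inhibitors block binding of the rhodamine activity-based probe so polarization drops; 0% = enzyme with DMSO and 100% = wells lacking pPAFAH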
* marks the source's active call; other numbers are inactive results; / = no result given. Not all compounds are listed, so the mix of outcomes need not match the whole.

SMILES | BCLXL inh | MEX-5 binding | Fam108B counter | PME-1 primary | AHR act | PAFAH1B2 FP inh | MCL1-BIM inh | GLD-1 TGE inh | pPAFAH inh
O=C(NCc1ccncc1)c1ccc(S(=O)(=O)Nc2ccccc2)cc1 | 4 | 1.2 | -2 | 5 | 0 | 4 | 2 | 9 | 16
COC(=O)C1=C(C)N(Cc2ccccc2)C(=NCCc2c[nH]c3ccccc23)N[C@H]1c1ccccc1 | / | / | / | / | 33 | 3 | / | -16 | -2
NS(=O)(=O)c1ccc(CNC(=O)/C=C/c2ccccc2[N+](=O)[O-])cc1 | 5 | 0.0 | 4 | 0 | 9 | 1 | 7 | 3 | 2
CC[n+]1c(C)sc2c(C)cc(C)cc21 | -7 | -1.0 | -2 | 1 | 5 | 4 | -9 | -7 | 1
NC(=O)CC(NC(=O)c1cccc(Br)c1)c1ccc(NC2CCC2)c([N+](=O)[O-])c1 (stereo not given) | 4 | 1.5 | 3 | 3 | 1 | 1 | 1 | -6 | 5
O=C(CCC1N=C2c3ccccc3N=C(SCC(=O)NCC3CCCO3)N2C1=O)NCc1ccc(F)cc1 (stereo not given) | 1 | -1.2 | 2 | -1 | -1 | 7 | 2 | 3 | 1
Cn1nnnc1SCC(=O)Nc1ccc(Cl)cn1 | 1 | -1.3 | 3 | -1 | 14 | 7 | -1 | 0 | 4
Cc1cc2oc(=O)cc(CN3CCCCC3C)c2cc1C (stereo not given) | 8 | 1.0 | 4 | -12 | 9 | 2 | 8 | -1 | 11
C/C(=N\NC(=O)C1CC1)c1cccnc1 | 0 | 1.1 | -2 | -2 | 23 | 3 | 8 | 7 | -4
COc1ccc(CCc2nc(-c3cccs3)no2)cc1 | 9 | 0.5 | -1 | -5 | 2 | 0 | -5 | 2 | 9
COCC(C)N1CCC(n2nccc2NC(=O)CCCc2ccccc2)CC1 (stereo not given) | 14 | -7.0 | 1 | -7 | -1 | 3 | 24 | 3 | 4
COc1ccc(S(=O)(=O)N2CCCCCC2)cc1NC(=O)CCCOc1ccccc1 | -4 | / | / | -1 | 0 | 0 | -4 | 10 | 2
O=C(Nc1ccc([N+](=O)[O-])cc1)c1cccc(S(=O)(=O)Nc2ccccn2)c1 | 4 | -0.4 | -4 | -4 | -1 | 3 | 2 | -4 | 4
S=C1c2ccccc2CN1c1ccccc1 | 0 | -1.0 | 0 | 0 | 4 | 1 | -1 | 8 | 5
CCN(Cc1cc2cc(C)ccc2[nH]c1=O)S(=O)(=O)c1ccccc1 | 0 | -1.7 | 7 | 0 | 29 | 4 | -2 | 6 | 22
Cn1c(-c2ccc[nH]c2=O)nc2cc(Cl)ccc21 | 2 | 0.9 | 0 | 3 | 7 | 0 | 1 | 5 | -2
O=C1NC(c2ccc3c(c2)OCO3)Nc2ccccc21 (stereo not given) | 2 | 1.0 | 3 | 1 | 145* | 4 | 4 | 0 | 0
O=C(NCCCNC(=O)c1cnccn1)c1ccc(Cl)c(Cl)c1 | 5 | 1.2 | 5 | 1 | 2 | 4 | 0 | -3 | -3
O=C(CN1CCN(c2ncccn2)CC1)N1CCc2ccccc21 | 5 | 3.3 | -1 | 3 | 1 | 1 | 0 | 4 | -1
CCOC(=O)C(=O)Nc1sc(C(=O)N(CC)CC)c(C)c1C#N | 3 | -2.4 | -1 | 1 | 1 | -1 | 0 | -8 | 2
O=C(O)c1cc(NC(=O)c2ccc([N+](=O)[O-])cc2)cc(NC(=O)c2ccc([N+](=O)[O-])cc2)c1 | 11 | 0.8 | 3 | -6 | 0 | 15 | 6 | 8 | 3
COC(=O)CSC1=C(C#N)C(c2ccccc2)CC(=O)N1 (stereo not given) | -4 | 0.4 | 8 | 1 | 1 | -1 | 1 | 6 | -1
CCC1(c2ccccc2)NC(=O)N(CC(=O)Nc2ccc(S(N)(=O)=O)cc2)C1=O (stereo not given) | 4 | -0.5 | -8 | -7 | -1 | -3 | 5 | -5 | -4
CC(C)C(=O)Nc1ccc2oc(-c3cc(F)c(F)cc3Cl)nc2c1 | 3 | -0.5 | -3 | -9 | -7 | -2 | 8 | -7 | -4
CCOC(=O)C1CCN(C(=O)CCNS(=O)(=O)c2cc(Br)cnc2N)CC1 | 3 | 2.4 | -1 | 0 | 0 | 1 | -1 | 10 | 0
COc1ccc(/C=N/NC(=O)CCn2nc(C)cc2C)cc1O | 4 | -0.5 | 0 | -1 | 0 | 1 | 2 | 9 | 3
COc1cc2c(cc1OC)/C(=C/C(=O)c1ccc(F)cc1)NCC2 | -4 | -4.4 | -4 | 3 | 41 | 3 | -14 | -6 | 5
CC(C)Cn1cnc2c(c(-c3ccccc3)c(-c3ccccc3)n2Cc2ccco2)c1=N | 4 | -1.3 | 2 | 9 | 1 | 0 | 5 | 1 | 1
CCn1c(SCc2ccccc2Cl)nc2ccccc21 | -2 | 2.9 | -4 | 3 | -1 | 3 | -3 | 2 | 0
CSCCC(NC(=O)c1ccccc1)C(=O)N1CCN(C(C)=O)CC1 (stereo not given) | 5 | / | / | -1 | -1 | -2 | 3 | 1 | 2
C=CCNS(=O)(=O)c1ccc(OCC(=O)OCC)cc1 | 4 | -0.5 | -2 | -1 | 0 | -5 | -1 | -3 | 0
Cc1ccc(C(=O)NC(C)c2ccc(S(N)(=O)=O)cc2)s1 (stereo not given) | 5 | 3.1 | -4 | -5 | -1 | -2 | 7 | 0 | 10
C#CCNc1ccc([N+](=O)[O-])cc1 | 3 | 1.0 | 6 | 4 | 1 | 5 | 2 | 1 | 4
N#Cc1c(/N=C/c2cccs2)sc2c1CCC2 | 0 | 0.3 | -1 | -4 | 4 | 2 | -2 | 3 | 0
COc1ccccc1N(C(C)=O)c1nc(C)cc(C)c1C#N | 3 | 1.2 | -3 | 1 | 48* | 2 | -8 | 3 | 0
Cc1nnsc1Sc1cccc(C(F)(F)F)c1 | -3 | 2.1 | 1 | 8 | 0 | 5 | -4 | 2 | 1
CN1CC(c2ccc(C#N)cc2)C2(COc3ccccc3C2=O)C12C(=O)Nc1ccccc12 (stereo not given) | -3 | 0.6 | -2 | 12 | 11 | 9 | -9 | -2 | 5
Cc1ccccc1OCc1n[nH]c(=S)n1Cc1ccccc1 | -9 | 1.0 | 6 | 9 | 0 | 16 | -18 | 2 | 1
Cc1nc2c(Cl)cc(Cl)cc2[nH]1 | -5 | 2.2 | 0 | 0 | 5 | 4 | -8 | -57 | 2
COC(=O)CN1C(=O)[C@@H]2[C@H](C1=O)[C@@H]1CC(C(=O)OC)=C[C@@H](C(=O)OC)[C@@H]3C1=C(C(=O)[C@]3(C)NC(=O)c1ccccc1)[C@@H]2C | 2 | 1.7 | 0 | 2 | 0 | 5 | -4 | -10 | 2
O=C(NO)c1ccccc1C(F)(F)F | 2 | -0.8 | 4 | 3 | -1 | 1 | -1 | 2 | 3
Cc1ccc(S(=O)(=O)NNC(=O)C2CCN(S(=O)(=O)c3ccc(C)cc3)CC2)cc1 | 13 | -1.2 | 1 | 4 | 1 | 15 | 4 | 0 | 8
CC(=O)Nc1ccc(NC(=O)CC2Nc3cccc4cccc(c34)NC2=O)cc1 (stereo not given) | 2 | 2.4 | 3 | 7 | 24 | 5 | 9 | 12 | 20
CC(C)N1CCN(Cc2cc(F)ccc2-n2cccn2)CC1CCO (stereo not given) | 2 | 0.1 | -2 | -5 | 3 | 0 | 4 | -6 | -3
Cc1ccc(NC(=O)CCn2c(=S)oc3ccccc32)cc1 | 2 | -1.4 | -4 | -8 | 11 | -1 | 1 | 3 | 2
COc1ccc(N(CC(=O)NCc2ccccc2OC)S(=O)(=O)c2ccc(C)cc2)cc1Cl | 7 | -5.2 | -4 | -1 | 4 | 5 | 7 | 5 | 2
O=C(CCc1ccccc1)N=C1SC2CS(=O)(=O)CC2N1c1ccc(F)cc1 (stereo not given) | 0 | 1.4 | 6 | 6 | -1 | -2 | 4 | 2 | 3
CC1Cc2ccccc2N1C(=O)Cn1nc(C(=O)O)c2ccccc2c1=O (stereo not given) | -1 | -1.5 | -1 | -2 | 2 | 5 | 3 | 4 | 1
Cc1ccccc1CC(=O)NCc1cccnc1 | 5 | -1.6 | 1 | 6 | -2 | 3 | 8 | 4 | 12
COc1ccccc1CNC(=O)c1sccc1C | 5 | 1.5 | -1 | 1 | 2 | 3 | 5 | 0 | 4

3 of the entries above in order of their number in MEX-5 binding, ascending.
molecule | MEX-5 binding
Cc1ccccc1CC(=O)NCc1cccnc1 | -1.6
N#Cc1c(/N=C/c2cccs2)sc2c1CCC2 | 0.3
Cc1ccc(C(=O)NC(C)c2ccc(S(N)(=O)=O)cc2)s1 (stereo not given) | 3.1

Single records, as listed above.
Record of Cc1nnsc1Sc1cccc(C(F)(F)F)c1 : BCLXL inh = -3; MEX-5 binding = 2.1; Fam108B counter = 1; PME-1 primary = 8; AHR act = 0; PAFAH1B2 FP inh = 5; MCL1-BIM inh = -4; GLD-1 TGE inh = 2; pPAFAH inh = 1
Record of O=C(CCc1ccccc1)N=C1SC2CS(=O)(=O)CC2N1c1ccc(F)cc1 (stereo not given) : BCLXL inh = 0; MEX-5 binding = 1.4; Fam108B counter = 6; PME-1 primary = 6; AHR act = -1; PAFAH1B2 FP inh = -2; MCL1-BIM inh = 4; GLD-1 TGE inh = 2; pPAFAH inh = 3

The results go on.
SMILES | BCLXL inh | MEX-5 binding | Fam108B counter | PME-1 primary | AHR act | PAFAH1B2 FP inh | MCL1-BIM inh | GLD-1 TGE inh | pPAFAH inh
OC1CCN(Cc2cccc3ccccc23)CC1 | 3 | -2.6 | 4 | -4 | 1 | 0 | -1 | 3 | -3
CCCC(=O)Nc1nc(C)c(C(C)=O)s1 | 7 | 0.9 | 3 | 5 | 2 | 7 | 2 | 3 | 1
COc1cccc(CC(=O)NC2CCCN(Cc3ccccc3F)C2)c1 (stereo not given) | 3 | 0.2 | 0 | -4 | 2 | 5 | -5 | 2 | 3
Oc1cc(NCc2ccc(Cl)cc2)cc2cccnc12 | / | / | / | / | 1 | 6 | / | 7 | 8
Cc1cc(NC(=O)c2cc(-c3ccco3)on2)nn1Cc1ccc(Cl)cc1 | -7 | -1.6 | -22 | -12 | -3 | -1 | -16 | -9 | 4
CC(C)CC(=O)NC(=S)Nc1nc(-c2ccc(Cl)cc2)cs1 | 3 | -0.4 | -5 | 3 | 8 | -7 | 10 | 1 | 8
O=C(CSCCc1ccccn1)Nc1cccnc1Cl | -1 | -1.8 | -5 | -1 | 0 | 1 | 4 | 4 | 1

Not a retest: entries from further up.
SMILES | BCLXL inh | MEX-5 binding | Fam108B counter | PME-1 primary | AHR act | PAFAH1B2 FP inh | MCL1-BIM inh | GLD-1 TGE inh | pPAFAH inh
OC1CCN(Cc2cccc3ccccc23)CC1 | 3 | -2.6 | 4 | -4 | 1 | 0 | -1 | 3 | -3
CCCC(=O)Nc1nc(C)c(C(C)=O)s1 | 7 | 0.9 | 3 | 5 | 2 | 7 | 2 | 3 | 1
